BRCT inh red: BRCT-phosphoprotein interaction inhibition (red fluorophore); Potency, µM (highest dose often 76.9 µM), for the others: at the top dose activity change, negative = inhibition, hits mostly inhibitors; hit rate 0.03% among 75,000; P38398; BRCT-phosphopeptide binding, red fluorescence polarization; also: % is scaled to controls: 0 for no effect and ±100 for the full control effect
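Rhodamine-labelled pBACH1 10-mer (100 nM) bound to BRCT domain (100 nM) at pH 7.3; compounds incubated 12 min room temperature, polarization read. Free peptide defines full inhibition; unlabelled decapeptide titrated as control.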
BRCT PPI green: inhibitors of human BRCA1 BRCT-phosphoprotein interaction (green fluorophore). P38398. Potency, µM (series often up to 76.9 µM), inactives show at the top dose activity change, negative = inhibition, most hits filed as inhibitors. hit rate 0.05% among 75,000. BRCA1 BRCT-phosphopeptide binding, green fluorescence polarization;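 also: potency is read from the fitted curve at half-maximal effect; plate controls were peptide without protein for full effect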
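Fluorescence polarization: His-tagged BRCT (~35 kDa BRCA1 C-terminus, 250 nM) bound to 100 nM fluorescein-labeled phosphorylated 10-aa BACH1 peptide, pH 7.3 phosphate buffer with DTT and Tween 20. Compounds incubated 12 min at room temperature; inhibition read as lowered polarization.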
HADH2 inh: HADH2 (human) dehydrogenase inhibition; AID 886; Q99714; recombinant HADH2, NADH fluorescence, beta-hydroxybutyryl-CoA; Potency, µM (titrated, usually from 57.1 µM), for the others: top-dose activity change, negative = inhibition, hits mostly inhibitors; hit rate 3.4% among 73,000; also: potency is read from the fitted curve at half-maximal effect; % is scaled to controls: 0 for no effect and ±100 for the full control effect; nearly all actives have a fitted effect of over 60% in size; many of its hits are not listed in these tables
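His-tagged recombinant enzyme from E. coli, 20 nM, preincubated 15 min RT with compound; reaction started with 1 mM NAD+ and 90 uM beta-hydroxybutyryl-CoA in 100 mM Tris-HCl pH 9.0. NADH fluorescence (ex 360/em 450) read over 4 min; last-minus-first difference.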
ALOX15 inhib: blocks human 15-lipoxygenase activity | AID 887 | purified 15hLO-1, xylenol orange hydroperoxide absorbance | Potency, µM (highest dose often 57.1 µM), for the others: at the highest dose activity change, negative = inhibition, hits mostly inhibitors | hit rate 1.4% among 74,000; also: potency is read from the fitted curve at half-maximal effect; % is scaled to controls: 0 for no effect and ±100 for the full control effect; nearly all actives have a fitted effect of over 55% in size
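Readout: Fe(III)-xylenol orange absorbance, 573-to-405 nm ratio as reaction progress. Enzyme 40 nM purified human 15hLO-1, substrate 50 uM arachidonic acid, 6 min RT after 15 min compound preincubation; Hepes pH 7.5 buffer with Triton X-100.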
Epigenetic mod: epigenetic GFP locus derepression in mouse cells; mouse C127i GFP locus derepression, cytometry, 30 h; Potency, µM (doses to about 46.1 µM), for the others: top-dose GFP derepression (activation); hit rate 0.09% among 68,000; AID 597; also: % of control where 0% means no effect
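Murine C127i mammary cells carrying a silenced, stably integrated CMV-driven GFP reporter were treated with compound for 30 hours at 37 C. After PBS washes, GFP-positive cells were counted by laser-scanning microplate cytometry.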
* marks the source's active call; other numbers are inactive results; ? = inconclusive; . = not tested or not shown; & = joins results of further samples; [ ] = another dose, or the depositor's remark. Calls follow the shape of the dose curve; as a rule, active = well fitted curve in the direction sought with a large enough effect; inconclusive = small, poorly fitted or top-dose-only effect, or another doubt; inactive = no such curve, though single readings can be large; an effect the other way counts as inactive or inconclusive.

SMILES	BRCT inh red	BRCT PPI green	HADH2 inh	ALOX15 inhib	Epigenetic mod
O=c1cc(-c2cccc(O)c2)oc2cccc(O)c12	0.5%	-0.3%	.	-7.7%[25.6 µM]	.
COc1ccccc1-c1oc2ccccc2c(=O)c1O	0.9%	1.2%	.	-10.4%[25.6 µM]	.
CCOc1ccc(/C=C/C(=O)c2cccs2)cc1	0.5%	-4.6%	.	-3.3%[25.6 µM]	.
C1CCN2C[C@@H]3C[C@@H](CN4CCCC[C@@H]34)[C@H]2C1	-2.4%	-0.5%	.	10.6%[25.6 µM]	.
CC12C(=O)OC(=O)C1(C)C1CCC2O1 (centres undefined)	0.2%	-3.7%	.	-1.1%[25.6 µM]	.
C[C@H](CCC(=O)O)[C@H]1CC[C@H]2[C@H]3C(C[C@H](O)[C@]12C)[C@@]1(C)CC[C@@H](O)C[C@H]1C[C@H]3O (some centres undefined)	-0.2%	-7.3%	.	5.9%[25.6 µM]	.
O=c1[nH]c(=O)n([C@@H]2O[C@H](CO)[C@@H](O)[C@H]2O)cc1Br	-0.3%	-2.2%	.	1.6%[25.6 µM]	.
C[C@@H]1O[C@@H](O[C@H]2[C@H](Oc3cc(O)c4c(c3)O[C@H](c3ccc(O)cc3)CC4=O)O[C@H](CO)[C@@H](O)[C@@H]2O)[C@H](O)[C@H](O)[C@H]1O	-1.7%	0.5%	.	-12.7%[25.6 µM]	.
OC[C@H]1O[C@@H](n2cnc3c(NCc4ccccc4)ncnc32)[C@H](O)[C@@H]1O	-0.3%	-3.4%	.	4.3%[25.6 µM]	.
OCc1ccccc1O[C@@H]1O[C@H](CO)[C@@H](O)[C@H](O)[C@H]1O	-0.5%	-2.8%	.	3.3%[25.6 µM]	.
O=C(/C=C/c1ccc(OCc2ccccc2)cc1)c1cccs1	-2.0%	-13.6%	.	2.0%[25.6 µM]	.
Cc1ccc2oc(-c3ccccc3)cc(=O)c2c1	-3.7%	-2.0%	.	6.9%[25.6 µM]	.
CC[C@@H]1OC(=O)[C@@H](C)[C@H](O[C@H]2C[C@@](C)(OC)[C@@H](O)[C@H](C)O2)C(C)[C@H](O[C@H]2O[C@@H](C)C[C@@H](N(C)C)[C@@H]2O)[C@@](C)(O)C[C@H](C)C(=O)[C@@H](C)[C@H](O)[C@@]1(C)O (some centres undefined)	0.3%	-2.6%	.	7.2%[25.6 µM]	.
CC1=C(C2=C(C)C(C(C)C)C3=C(C(=O)C(O)C3O)C2O)C(O)C2=C(C(O)C(O)C2=O)C1C(C)C (centres undefined)	-0.9%	-5.5%	.	4.8%[25.6 µM]	.
COC1OC2COC(c3ccccc3)OC2C(O)C1O (centres undefined)	0.9%	-2.0%	.	-3.8%[25.6 µM]	.
Nc1ccn([C@H]2C[C@H](O)[C@@H](CO)O2)c(=O)n1	0.6%	0.3%	.	0.6%[25.6 µM]	.
COC(=O)CC[C@@H](C)[C@H]1CC[C@H]2[C@@H]3CC[C@@H]4C[C@H](O)CC[C@]4(C)[C@H]3C[C@H](O)[C@]12C	-0.2%	-2.3%	.	7.3%[25.6 µM]	.
COc1ccc(-c2oc3cc(OC)ccc3c(=O)c2O)cc1	-0.5%	1.2%	.	-12.0%[25.6 µM]	.
C=C1CCC(O)C/C1=C\C=C1/CCCC2(C)C1CCC2C(C)/C=C/C(C)C(C)C (centres undefined)	-3.0%	-3.6%	.	-14.3%[25.6 µM]	.
C[C@H](C(=O)O)c1cccc(C(=O)c2ccccc2)c1	-1.2%	-0.4%	.	5.8%[25.6 µM]	.
CC1CC2(C)Oc3ccccc3C3OCC1(COC(=O)Nc1ccccc1)C(C)C32 (centres undefined)	-0.3%	-0.6%	.	8.0%[25.6 µM]	.
O=C1CC(c2ccccc2O)Oc2ccc(O)cc21 (centres undefined)	0.2%	2.4%	.	-3.1%[25.6 µM]	.
O=C(CCc1ccc(O)cc1)c1c(O)cc(O)cc1O[C@@H]1O[C@H](CO)[C@@H](O)[C@H](O)[C@H]1O	-0.2%	-3.9%	.	3.7%[25.6 µM]	.
Cc1cc(=O)oc2cc(O[C@@H]3O[C@H](C(=O)O)[C@@H](O)[C@H](O)[C@H]3O)ccc12	-0.8%	1.2%	.	1.6%[25.6 µM]	.
C[C@H]1C[C@]2(O[C@@H]2C)C(=O)O[C@@H]2CCN(C)C/C=C(/COC(=O)[C@]1(C)O)C2=O	0.8%	-2.4%	.	-2.5%[25.6 µM]	.
C=C1CC[C@@H]2O[C@@]2(C)CC[C@H]2[C@H]1CC2(C)C	0.2%	-1.9%	.	-1.0%[25.6 µM]	.
C=C[C@@](C)(O)CC[C@@H]1[C@@]2(C)CCCC(C)(C)[C@@H]2CC[C@@]1(C)O	0.3%	-2.2%	.	-10.1%[25.6 µM]	.
COc1ccc2c(=O)c(-c3ccccc3)coc2c1	0.7%	2.3%	.	4.3%[25.6 µM]	.
COc1ccccc1CC(Cc1nc2ccccc2[nH]1)c1nc2ccccc2[nH]1 (centres undefined)	-0.7%	2.4%	.	-26.0%[25.6 µM]	.
CC[C@H](CC[C@@H](C)C1CC[C@H]2[C@@H]3CC=C4C[C@@H](O)CC[C@]4(C)[C@H]3CC[C@]12C)C(C)C (some centres undefined)	-0.5%	1.8%	.	11.2%[25.6 µM]	.
Cc1cc(=O)cc2oc3cc(N)c(-c4c(C)cc(O)cc4O)c(C)c3nc1-2	?	-14.2%	.	?	.
CC1=C(/C=C/C(C)=C/C=C/C(C)=C/C(=O)O)C(C)(C)CCC1	1.1%	0.5%	.	-7.5%[25.6 µM]	10µM*
O=C(CN1C(=O)CC(c2ccco2)Sc2ccccc21)NCC1CCCO1 (centres undefined)	-1.4%	-0.8%	-8.0%	-9.2%	.
O/N=C1/CC/C(=N\O)c2nn(-c3ccccc3)nc21	-1.4%	-1.2%	8.3%	-9.4%	.
CC(C(=O)N1CCCCC1)n1sc2ccccc2c1=O (centres undefined)	-1.1%	-0.9%	12.9%	6.6%	.
Cc1cccc(NS(=O)(=O)c2cc(C(=O)O)ccc2Cl)c1	0.2%	-0.2%	-6.3%	1.3%	.
O=C(Nc1ccccc1Cl)N1CCN(c2ccc3nnc(-c4ccc(F)cc4)n3n2)CC1	-1.5%	2.6%	1.3%	-13.4%	.
CCn1c(C(=O)N2CCC(Cc3ccccc3)CC2)cc2sccc21	-1.5%	-3.8%	-0.1%	-12.9%	.
Cn1c(C(=O)NCCN2CCOCC2)cc2sccc21	-0.6%	-0.2%	3.9%	3.5%	.
CC1(C)CC(=O)C(/C=N/c2ccccn2)=C(O)C1	0.4%	0.0%	-13.4%	-0.5%	.
CN(C)S(=O)(=O)c1ccc(/C(O)=C2/C(=O)C(=O)N(CCN3CCCCC3)C2c2cccnc2)cc1 (centres undefined)	0.1%	1.1%	-12.1%	6.3%	.
COc1cccc(OC)c1OCCCCN1CCCC1	0.1%	-1.3%	2.0%	-11.1%	.
COc1ccc2nnc(-c3ccccc3)n2n1	-2.6%	-0.5%	-17.8%	-1.3%	.
O=C(O)CN(CCO)CCN(CC(=O)O)CC(=O)O	-1.3%&-3.3%	0.7%&-1.3%	4.4%&3.0%	38.5%&2.6%[activator]	.
Cc1nnc2n(-c3ccc(Cl)cc3)c(=O)c3c4c(sc3n12)CN(C)CC4	-0.4%	-1.2%	1.1%	-4.1%	.
O=C(O)c1ccc(NS(=O)(=O)c2cccc3ccccc23)cc1	2.1%	-1.0%	9.7%	4.7%	.
O=C(CCn1cccc1)NCCc1ccc(Cl)cc1	0.3%	-1.0%	3.0%	-3.5%	.
CCc1ccccc1NC(=O)c1cccs1	-0.2%	-0.3%	1.5%	4.9%	.
FC(F)(F)c1cccc(N2CCN(Cc3cccnc3)CC2)c1	-2.9%	0.2%	13.4%	-1.0%	.
Cc1ccc(/C=N/n2c(C)nnc2C)cc1	1.2%	0.1%	-5.1%	2.7%	.
COc1ccc(C(=O)NCCSc2ccccn2)cc1	0.3%	-2.1%	-0.7%	5.8%	.
O=C(Cc1coc(-c2ccc(F)cc2)n1)Nc1ccccc1	-1.7%	-2.9%	10.3%	-4.9%	.
O=C(NCCO)c1ccc(-n2c(=O)c(=O)[nH]c3ccccc32)cc1	-0.9%	-1.4%	-4.2%	4.1%	.
Cc1sc2nc(SC(C)C)nc(N)c2c1C	0.2%	0.9%	-24.1%	-1.3%	.
O=C(C1CCCCC1)N1CCN(C(=O)C2CCCCC2)CC1	-3.2%	-1.2%	7.4%	-8.1%	.
O=C(CCN1C(=O)c2ccccc2C1=O)NCc1ccncc1	-2.3%	-2.0%	4.5%	8.2%	.
CCOc1ccc(C(=O)N2CCCN(C(=O)c3ccc(OCC)cc3)CC2)cc1	-1.4%	-1.1%	?	-4.9%	.
CCOC(=O)C1=C(N)OC2=C(C(=O)CC(C)(C)C2)C1C1CCCCC1 (centres undefined)	-1.3%	-2.4%	2.3%	-21.2%	.
COc1cc(C(=O)Nc2cccc(-c3nc4cc(C)cc(C)c4o3)c2)cc(OC)c1OC	0.7%	-2.4%	-4.7%	-2.3%	.
COc1cccc(C(=O)NCc2cccnc2)c1	-0.1%	-0.6%	17.5%	-4.2%	.
More entries follow:
SMILES	BRCT inh red	BRCT PPI green	HADH2 inh	ALOX15 inhib	Epigenetic mod
O=C(NCCN1CCCCC1)c1ccc(-n2c(=O)c(=O)[nH]c3ccccc32)cc1	-2.7%	-2.6%	-3.8%	-5.3%	.
CCC(C#CCN1CCCCC1)(CC)OCCC#N	0.9%	0.8%	2.0%	1.4%	.
CCOC(=O)c1ccc(CNC(=O)CCC(=O)O)cc1	-1.6%	-1.5%	-13.9%	-18.9%	.
COc1ccc2c(c1)[nH]c1c(N3CCN(Cc4ccc5c(c4)OCO5)CC3)ncnc12	-3.2%	-0.5%	-20.1%	-19.4%	.
CCN(CC)c1ccc(NC(=O)c2cnc3ccccn3c2=O)c(C)c1	-0.7%	-1.2%	-0.7%	-18.9%	.
CCOc1cc(-c2nnc(-c3ccco3)o2)cc(OCC)c1OCC	-1.5%	1.2%	-4.4%	3.3%	.
CC(C(=O)O)N1C(=O)CSc2ncccc21 (centres undefined)	-0.1%	8.1%	7.9%	-5.9%	.
CCN(CC)CCCC(C)NC(=O)c1ccc(Cc2nc3ccccc3[nH]2)cc1 (centres undefined)	-0.6%	-0.3%	3.7%	1.8%	.
COc1ccc(S(=O)(=O)NC(CC(=O)NCc2ccco2)C(C)C)cc1 (centres undefined)	1.2%	-2.7%	-9.9%	-1.4%	.
O=C(CN1C(=O)CCSc2ccccc21)Nc1ccc2c(c1)OCO2	-1.5%	-5.9%	10.7%	-18.6%	.
CCOC(=O)c1cccc(NC(=O)CCn2cccc2)c1	1.6%	-0.1%	-3.2%	1.2%	.
COc1ccc(C2C(C#N)=C(N)Oc3cc(N)ccc32)cc1OC (centres undefined)	1.5%	-0.8%	-22.4%	-8.7%	.
CC1(C)Cc2c(sc(/N=C/N3CCOCC3)c2C#N)C(C)(C)N1	0.3%	-2.0%	-5.0%	-1.0%	.

Record cards (already shown). Screens in order: BRCT inh red, BRCT PPI green, HADH2 inh, ALOX15 inhib, Epigenetic mod
`CC(C(=O)O)N1C(=O)CSc2ncccc21` (centres undefined) across the screens: -0.1%, 8.1%, 7.9%, -5.9%, .
`CCOc1cc(-c2nnc(-c3ccco3)o2)cc(OCC)c1OCC` across the screens: -1.5%, 1.2%, -4.4%, 3.3%, .
`COc1ccc(C2C(C#N)=C(N)Oc3cc(N)ccc32)cc1OC` (centres undefined) across the screens: 1.5%, -0.8%, -22.4%, -8.7%, .

Source: PubChem (National Center for Advancing Translational Sciences (NCATS))

This is a subset; count on the stated rates, not on these rows.
